Screens (PubChem)
HADH2 inhib = inhibitors of human HADH2 dehydrogenase; recombinant HADH2, NADH fluorescence, beta-hydroxybutyryl-CoA; Potency, µM (doses to about 57.1 µM), for inactives: at the highest dose activity change, negative = inhibition, hits mostly inhibitors; 73,000 tested, 3.4% active; also: potency is read from the fitted curve at half-maximal effect; % is scaled to controls: 0 for no effect and ±100 for the full control effect; nearly all actives have a fitted effect of over 60% in size; many of its hits are not listed in these tables
Target sequence (Q99714 whole entry, looked up, one chain of several): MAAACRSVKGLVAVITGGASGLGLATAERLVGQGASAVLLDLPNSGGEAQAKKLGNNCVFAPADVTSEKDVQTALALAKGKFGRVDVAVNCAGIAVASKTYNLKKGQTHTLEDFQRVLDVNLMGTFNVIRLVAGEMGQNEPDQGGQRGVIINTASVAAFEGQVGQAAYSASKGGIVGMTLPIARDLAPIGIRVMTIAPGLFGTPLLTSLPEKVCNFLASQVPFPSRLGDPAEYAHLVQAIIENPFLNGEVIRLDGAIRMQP
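20 nM HADH2 + cpd, 15 min RT; add 1 mM NAD+/90 uM beta-hydroxybutyryl-CoA; kinetic fluorescence 360/450 nm, 4 min. Tris-HCl pH 9.0, 0.01% Tween-20.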
GFP derepression = epigenetic GFP locus derepression in mouse cells; mouse C127i GFP locus derepression, cytometry, 30 h; 68,000 tested, 0.09% active; Potency, µM (top dose mostly 46.1 µM), for the others: at the highest dose GFP derepression (activation); AID 597; also: % of control where 0% means no effect
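Read-out is the number of GFP-positive cells, scored as fluorescent objects 20 to 120 um wide, reflecting derepression of a silenced CMV-GFP reporter in murine C127i cells after 30 h compound exposure at 37 C.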
BRCT PPI red = disrupts BRCA1 BRCT binding to phosphoprotein, red fluorophore readout; 75,000 tested, 0.03% active; Potency, µM (titrated, usually from 76.9 µM), without a hit: at the top dose activity change, negative = inhibition, most hits filed as inhibitors; BRCT-phosphopeptide binding, red fluorescence polarization; P38398; also: % is scaled to controls: 0 for no effect and ±100 for the full control effect
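Rhodamine-labelled pBACH1 10-mer (100 nM) bound to BRCT domain (100 nM) at pH 7.3; compounds incubated 12 min room temperature, polarization read. Free peptide defines full inhibition; unlabelled decapeptide titrated as control.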
BRCT PPI green = blocks human BRCA1 BRCT binding to phosphopeptide, green readout | P38398 | BRCA1 BRCT-phosphopeptide binding, green fluorescence polarization | Potency, µM (doses to about 76.9 µM), without a hit: at the highest dose activity change, negative = inhibition, hits mostly inhibitors | 75,000 tested, 0.05% active | AID 875;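 also: potency is read from the fitted curve at half-maximal effect; plate controls were peptide without protein for full effect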
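Fluorescence polarization: His-tagged BRCT (~35 kDa BRCA1 C-terminus, 250 nM) bound to 100 nM fluorescein-labeled phosphorylated 10-aa BACH1 peptide, pH 7.3 phosphate buffer with DTT and Tween 20. Compounds incubated 12 min at room temperature; inhibition read as lowered polarization.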
CRE Fsk mod = modulators of forskolin-stimulated CRE signaling in CHO cells; 71,000 tested, 2.5% active; CHO CRE-bla reporter (cAMP response element driving beta-lactamase), forskolin EC10, beta-lactamase ratio; Potency, µM (series often up to 38.2 µM), for inactives: at the top dose activity change, negative = inhibition, most hits filed as activators; active = well fitted activation curve with a large enough effect in the signal ratio, with a control signal flat, not every such curve was filed as active; inconclusive = small, poorly fitted or top-dose-only effect, or effect the other way, or a change in a side signal; the % refers to the signal ratio; also: potency is read from the fitted curve at half-maximal effect; % of control where 0% means no effect
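Forskolin analogue NKH 477 at EC10 stimulated CRE-driven beta-lactamase in CHO cells alongside compound dilution series. Beta-lactamase was measured with CCF4, excitation 405 nm, emission ratio 460/530 nm.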
Hsp90 Hop PPI = changes Hsp90-Hop TPR2A binding signal, up or down. 71,000 tested, 0.44% active. Potency, µM (doses to about 57 µM), inactives show top-dose activity change, negative = inhibition. AID 595. AlphaScreen TPR2A-His6 binding biotin-Hsp90 C-terminal peptide; active = well fitted curve in either direction with a large enough effect; inconclusive = small, poorly fitted or top-dose-only effect, or another doubt; also: potency is read from the fitted curve at half-maximal effect; % is scaled to controls: 0 for no effect and ±100 for the full control effect; many of its hits are not listed in these tables
UbGFP stabilizer = proteasome inhibitors stabilizing ubiquitin-GFP reporter | Ubiquitin-GFP reporter cells, proteasome inhibition, GFP fluorescence; response scale: untreated = 0%, 10 µM MG-132 = 100% | Potency, µM (titrated, usually from 45.9 µM), inactives show top-dose activation (GFP accumulation), actives largely listed as activators | 67,000 tested, under 10 active; active = well fitted activation curve with a large enough effect, not every such curve was filed as active; inconclusive = small, poorly fitted or top-dose-only effect, or another doubt; inactive = no such curve, though single readings can be large or run the other way; also: potency is read from the fitted curve at half-maximal effect
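U2OS Ub(G76V)-GFP reporter; O/N plating, 0.5% FBS; cpd 46 uM–2.9 nM, 4 h, 37 °C; GFP+ cell count, 488/515 nm; norm. to basal vs 10 uM MG-132; CRC fit.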
USP2a inh = blocks human ubiquitin-specific protease USP2a; O75604; USP2a enzymatic assay, qHTS inhibition; Potency, µM (top dose mostly 38.3 µM), for inactives: top-dose activity change, negative = inhibition, usual class: inhibitors; 60,000 tested, 0.1% active;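 also: potency is read from the fitted curve at half-maximal effect; nearly all actives have a fitted effect of over 60% in size; plate controls were DMSO for no effect and NEM full inhibition control for full effect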
Target sequence (O75604 whole entry, looked up): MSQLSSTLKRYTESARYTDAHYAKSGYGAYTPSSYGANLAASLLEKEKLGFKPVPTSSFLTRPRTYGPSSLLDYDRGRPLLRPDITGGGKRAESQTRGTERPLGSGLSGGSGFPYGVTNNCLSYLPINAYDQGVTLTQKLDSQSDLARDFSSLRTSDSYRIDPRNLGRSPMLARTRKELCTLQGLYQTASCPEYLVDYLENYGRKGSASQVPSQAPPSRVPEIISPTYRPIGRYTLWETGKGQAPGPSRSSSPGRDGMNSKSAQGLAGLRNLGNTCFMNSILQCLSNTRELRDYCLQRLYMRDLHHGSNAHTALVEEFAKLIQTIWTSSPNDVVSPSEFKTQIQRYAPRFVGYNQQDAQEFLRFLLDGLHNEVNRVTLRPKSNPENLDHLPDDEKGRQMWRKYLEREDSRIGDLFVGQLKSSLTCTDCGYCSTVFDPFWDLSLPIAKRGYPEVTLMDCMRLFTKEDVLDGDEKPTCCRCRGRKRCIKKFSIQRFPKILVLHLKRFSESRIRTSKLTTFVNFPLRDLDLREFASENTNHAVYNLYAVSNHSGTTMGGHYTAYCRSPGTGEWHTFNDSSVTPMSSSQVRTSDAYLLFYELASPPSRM
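Inhibition is measured in a cell-free coupled assay with 20 nM USP2 core, 20 nM Ub-PLA2 and 20 uM NBD C6-HPC, 2.5 h incubation. Activity normalized to NEM control.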
DNA Pol III inh = DNA polymerase III holoenzyme inhibition; reconstituted DNA polymerase III holoenzyme replication, biochemical; Potency, µM (titrated, usually from 57.1 µM), inactives show top-dose activity change, negative = inhibition; 71,000 tested, 0.25% active; also: potency is read from the fitted curve at half-maximal effect; % is scaled to controls: 0 for no effect and ±100 for the full control effect
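Reconstituted *E. coli* holoenzyme (0.35 nM Pol III, 1 nM beta, 154 nM SSB, 2 nM primase) was preincubated with compound for 15 min at RT. Synthesis on 1.4 nM ssM13Gori ran 35 min, then was stopped with PicoGreen/EDTA and read as dsDNA fluorescence.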
ALOX15 inhib = blocks human 15-lipoxygenase activity | P16050 | purified 15hLO-1, xylenol orange hydroperoxide absorbance | Potency, µM (top dose mostly 57.1 µM), without a hit: top-dose activity change, negative = inhibition, actives largely listed as inhibitors | 74,000 tested, 1.4% active | AID 887; also: potency is read from the fitted curve at half-maximal effect; % is scaled to controls: 0 for no effect and ±100 for the full control effect; nearly all actives have a fitted effect of over 55% in size
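Purified human 15hLO-1 (40 nM) in 25 mM Hepes pH 7.5, 0.01% Triton X-100, preincubated 15 min RT with compound, then 50 uM arachidonic acid for 6 min. Hydroperoxide read by ferrous/xylenol orange, 30 min; 573/405 nm absorbance ratio gave progress.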
HBB splicing = alters splicing of the hemoglobin beta chain; 65,000 tested, 0.06% active; AID 925; HBB splicing reporter cell assay, activation; EGFP reporter with mutant IVS2-654 intron; response scale: normalised to 500 nM splice-correcting PNA; Potency, µM (doses to about 46.1 µM), for the others: top-dose activation, usual class: activators; also: potency is read from the fitted curve at half-maximal effect; 0% is about no effect
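Compounds were applied for 2 days to HeLa EGFP-654 cells, 500/well in Optimem with 2% FCS. The reporter's EGFP is disrupted by mis-splicing of beta-globin intron IVS2-654. Readout: summed well GFP fluorescence from 488 nm laser scanning; reference was 500 nM antisense […] 654 PNA.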
Starred values were filed as active, the others as inactive; ? = inconclusive; nt = no result given; [ ] = dose if it differs, or a comment. Unless noted, calls follow the shape of the dose curve; as a rule, active = well fitted curve in the direction sought with a large enough effect; inconclusive = small, poorly fitted or top-dose-only effect, or another doubt; inactive = no such curve, though single readings can be large; an effect the other way counts as inactive or inconclusive. Some of the compounds tested; count on the stated rates, not on these rows.

No.	structure	Hsp90 Hop PPI	DNA Pol III inh	ALOX15 inhib	UbGFP stabilizer	GFP derepression	BRCT PPI red	HADH2 inhib	BRCT PPI green	CRE Fsk mod	USP2a inh	HBB splicing
1	C=CCOn1c(=O)c(=O)n(OCc2ccccc2)c2ccccc21	-1.9%	-5.2%	?	nt	-2.1%	-1.0%	-1.3%	0.5%	6.6%	10.1%	-0.7%[0.369 µM]
2	C=CCOC(=O)COc1ccc2c(C)c(CC)c(=O)oc2c1	1.8%	-3.6%	-4.1%	3.7%	4.3%	-1.1%	78.1%[activator]	0.0%	15.0%	4.8%	1.9%
3	Cn1nc(-c2ccccc2)c2nc3ccccc3nc21	?	-1.5%	-2.2%	0.0%	-2.2%	-0.2%	?	?	?	9.7%	-3.6%[57.5 µM]
4	CC1(C)CC(O)C(CCC(O)c2ccccc2)C(C)(C)N1 (configuration not stated)	-1.5%	0.2%	?	-6.7%	-2.8%	0.1%	6.3%	-0.4%	?	2.3%	-1.3%
5	CCCNS(=O)(=O)c1ccc2c(c1)CCCN2C(C)=O	1.0%	-2.0%	-1.4%	0.0%	11.4%	0.5%	-3.6%	-0.5%	-7.2%	5.1%	-0.7%
6	Cc1cnc(C(=O)Nc2ccc(N3CCOCC3)cc2)cn1	-1.8%	-3.4%	0.1%	6.5%	-1.2%	0.2%	-18.2%	-1.1%	?	0.4%	-2.5%
7	CC[C@@H]1Cn2c(c3nc(-c4ccccc4)nc-3n(C)c2=O)N1	nt	nt	?	nt	nt	0.4%	?	0.8%	nt	nt	-0.6%
8	COc1cc(-c2nc(N)n[nH]2)cc(OC)c1OC	-4.1%	-4.6%	11.2%	-7.2%	2.2%	-1.6%	1.1%	-2.2%	?	-8.1%	0.9%
9	CC1CCCC(NC(=O)COC(=O)Cc2cn3ccsc3n2)C1C (configuration not stated)	-8.0%	2.8%	-7.0%	2.2%	0.0%	0.1%	-15.3%	3.3%	-21.7%	44.4%[activator]	-3.5%
10	COC(=O)c1c(C)[nH]c(C)c1-c1ccccc1Cl	-6.1%	-0.6%	-24.4%	0.9%	2.6%	-0.2%	-6.1%	-1.6%	-8.4%	-14.8%	8.0%[0.369 µM]
11	COC(=O)c1cccc(COC(=O)CNC(=O)c2ccco2)c1	0.6%	-3.4%	-6.3%	-4.8%	-2.3%	0.9%	1.9%	0.9%	6.5%	3.2%	4.3%
12	CCCn1c(-c2ccc(OC)cc2)nc2nc3ccccc3nc21	-0.1%	-6.3%	1.3%	-5.3%	24.3%	-1.6%	?	-2.4%	10µM*	12.7%	-0.6%[57.5 µM]
13	COc1ccc2c(c1)CC(C1(O)C(=O)Nc3ccccc31)C2=O (configuration not stated)	-5.4%	0.3%	5.9%	-6.5%	3.4%	0.0%	-1.4%	-1.3%	-4.5%	4.0%	nt
14	N#Cc1cnc(Nc2nc3ccccc3o2)nc1-c1ccccc1	-4.2%	-5.8%	30.4%[activator]	-5.9%	3.2%	-0.6%	4.0%	0.5%	1.5%	21.2%	6.1%
15	Brc1ccc(-c2nn3c(Cc4ccccc4)nnc3s2)o1	-2.1%	0.7%	3.2%	4.3%	0.0%	-0.2%	19.6%	1.4%	12.3%	10.3%	-1.0%[57.5 µM]
16	CC(=O)c1c(COC(=O)c2cccnc2)nc2ccccc2[n+]1[O-]	-10.7%	-5.3%	6.7%	-1.7%	0.0%	-0.7%	2.3%	-1.9%	?	15.3%	1.1%[0.369 µM]
17	O=C(Nc1ccccn1)NC12CC3CC(CC(C3)C1)C2	-2.5%	-1.9%	14.0%	-2.2%	-1.2%	-1.6%	10.4%	-2.1%	-20.7%	13.1%	nt
18	O=C(Nc1nccs1)c1ccc(S(=O)(=O)c2ccccc2)cc1	-1.0%	-14.8%	7.4%	-5.1%	-2.7%	1.5%	5.0%	0.8%	1.5%	-0.2%	0.0%
19	O=C(COc1ccc(Cl)cc1)NCc1nnc(SCC(=O)NC2CCCC2)o1	-7.7%	10.1%	6.1%	-4.7%	-2.0%	0.7%	18.0%	-2.3%	-3.9%	9.1%	0.3%
20	COc1cccc(-c2ccc3ncnc(NCc4cccnc4)c3c2)c1	-0.9%	3.4%	-10.7%	-4.9%	-1.7%[9.22 µM]	1.5%	16.4%	5.7%	-5.9%	236.7%[activator]	1.1%
21	Cc1ccc(C(C)n2cc(C(=O)NCc3cccnc3)nn2)cc1 (configuration not stated)	-0.1%	-5.7%	7.8%	-2.1%	-3.7%	1.2%	7.0%	-2.8%	1.8%	nt	-0.1%[57.5 µM]
22	CC(=O)Nc1cccc(-c2cnc3ccccc3n2)c1	-5.4%	-7.6%	-10.4%	-0.9%	-1.2%	-1.0%	12.1%	-1.9%	?	5.8%	1.1%
23	OCCN(Cc1ccccc1)CC1CC2C=CC1C2 (configuration not stated)	-5.4%	-4.7%	-7.1%	5.1%	4.8%	-1.8%	9.8%	-1.7%	-5.1%	3.0%	0.7%
24	Cc1nn(-c2ccccc2)c(C)c1C(=O)OCC(=O)NCc1ccco1	-1.8%	?	-4.4%	1.9%	0.0%	-0.7%	-16.8%	-0.3%	-7.2%	-2.8%	-0.4%[57.5 µM]
25	CCOC(=O)CC1(CC(=O)OCC)NC(=O)c2c(C)sc(C(=O)OCC)c2N1	-0.5%	-1.1%	-4.0%	-6.1%	-2.2%	-0.4%	25.1µM*	-1.5%	21.4%	-4.5%	0.7%[57.5 µM]
26	O=C(CN1CCN(S(=O)(=O)c2ccccc2)CC1)Nc1cccc(C(F)(F)F)c1	2.0%	2.4%	6.7%	-4.4%	0.0%	-0.8%	7.6%	-0.7%	9.7%	17.1%	-3.3%
27	CCCSc1nc(C)cc(=O)[nH]1	1.2%	-1.4%	4.5%	7.4%	-2.9%	0.4%	4.7%	-0.1%	?	0.0%	-0.9%
28	Cc1ccc2[nH]c(=O)c(C(c3nnnn3C(C)(C)C)N(Cc3ccco3)CC3CCCO3)cc2c1 (configuration not stated)	-7.1%	-7.5%	?	2.0%	-0.3%	-2.6%	-0.3%	1.8%	?	4.2%	-0.7%
29	COc1ccccc1C1CC(c2ccc(Cl)cc2)Nc2ncnn21 (configuration not stated)	-6.1%	-1.5%	39.5%[activator]	-6.3%	0.0%	-1.2%	-0.7%	0.2%	-2.9%	15.4%	-1.1%
30	CCOCCCNC(=O)C(c1ccc(C)cc1)N(Cc1ccc2c(c1)OCO2)C(=O)c1cnccn1 (configuration not stated)	?	-10.7%	0.4%	-3.6%	0.0%	-0.6%	-2.9%	0.4%	-11.5%	19.2%	0.2%
31	COc1ccc(S(=O)(=O)NCc2ccccn2)cc1Cl	-3.7%	-2.6%	3.4%	-6.1%	-3.2%	0.1%	3.7%	-0.9%	-7.4%	-2.9%	-0.8%
32	CN(C)CCN(Cc1ccccc1)c1ccccn1	nt	nt	1.9%	nt	2.3%[20.6 µM]	-1.3%	nt	-0.4%	nt	-9.3%	nt
33	CC(O)CNc1nc2c(c(=O)n(C)c(=O)n2C)n1C/C=C/c1ccccc1 (configuration not stated)	-3.9%	-7.7%	6.7%	nt	0.0%	0.1%	4.0%	-3.5%	?	10.3%	-2.4%[0.369 µM]
34	Cc1ccc(NC(=O)C2C3C=CC4(CN(Cc5cccnc5)C(=O)C24)O3)cc1 (configuration not stated)	-0.5%	-4.9%	1.6%	-3.3%	-3.4%	-0.6%	7.8%	-2.4%	-2.4%	nt	-0.2%
35	Cc1onc(-c2ccccc2)c1C(=O)OCC(=O)Nc1ccc2c(c1)OCO2	0.5%	-1.2%	-3.4%	-1.7%	1.1%	2.0%	-0.5%	-0.4%	-0.6%	3.1%	-1.1%
36	CCCCOC(=O)Cn1c(=N)n(CCC)c2ccccc21	-4.6%	-2.7%	?	10.1%	2.3%	-3.7%	19.1%	-0.8%	0.1%	4.4%	-0.4%
37	Cc1[nH]c(N)nc(=S)c1CCC(=O)O	2.5%[11 µM]	-2.0%[11.4 µM]	8.3%[11.4 µM]	-5.2%[9.17 µM]	-2.3%[9.22 µM]	-1.2%[15.4 µM]	?	-1.9%[15.4 µM]	?	nt	-3.0%[9.22 µM]
38	COc1ccc(NC(=O)c2ccc(C(=O)c3ccccc3)o2)cc1	-3.2%	-1.8%	2.7%	2.6%	-0.1%	2.7%	3.1%	-0.3%	-8.0%	-0.7%	-0.7%
